Pf growth 96h – P. falciparum growth inhibition at 96 hour, primary screen for plastid delayed-death inhibitors; AID 504834; P. falciparum luciferase reporter growth, 96 h; Potency, µM (titrated, usually from 28.7 µM), inactives show at the highest dose activity change, negative = inhibition, hits mostly inhibitors; 6.9% of 320,000 active; further: potency means the concentration at half of the fitted maximal effect; on the % scale 0 is the no-effect control and ±100 the full control effect
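P. falciparum expressing integrated firefly luciferase grown in erythrocytes (2% hematocrit, 0.05% parasitemia final) with compounds for 96 hours at 37 C, 5% CO2. Growth inhibition read as loss of luminescence after adding luciferase detection reagent.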
Sm TGR block – inhibitors of Schistosoma mansoni thioredoxin glutathione reductase; 3% of 360,000 active; purified TGR, DTNB reduction, TNB absorbance 405 nm; Q962Y6; Potency, µM (series often up to 114 µM), for the others: top-dose activity change, negative = inhibition, usual class: inhibitors; further: potency means the concentration at half of the fitted maximal effect; on the % scale 0 is the no-effect control and ±100 the full control effect; nearly all actives have a fitted effect of over 60% in size
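TGR 20 nM + NADPH 100 uM (dispensed conc.), cpd preinc 15 min RT; start with NADPH (500 uM addition) then DTNB (15 mM addition). Kinetic TNB absorbance, 405 nm filter. Four-parameter Hill fit across titration.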
CHX counter – affects cycloheximide protein synthesis inhibition readout, counter-screen | max response, % | 12% of 300,000 active | cell reporter, cycloheximide protein synthesis inhibition counterscreen; in the data active means max response mostly above about 13%, no sharp cut-off; inactive means mostly below about 14%; further: read at 38.3 µM for the half of the compounds with a filed dose; 0% is about no effect
FBPA Giardia inh – Giardia lamblia aldolase inhibition; Potency, µM (doses to about 59.6 µM), without a hit: at the highest dose activity, negative = inhibition, most hits filed as inhibitors; A8B2U2; purified Giardia FBPA; 0.71% of 290,000 active; further: potency means the concentration at half of the fitted maximal effect; on the % scale 0 is the no-effect control and ±100 the full control effect; nearly all actives have a fitted effect of over 55% in size
Target sequence (A8B2U2 whole entry, looked up): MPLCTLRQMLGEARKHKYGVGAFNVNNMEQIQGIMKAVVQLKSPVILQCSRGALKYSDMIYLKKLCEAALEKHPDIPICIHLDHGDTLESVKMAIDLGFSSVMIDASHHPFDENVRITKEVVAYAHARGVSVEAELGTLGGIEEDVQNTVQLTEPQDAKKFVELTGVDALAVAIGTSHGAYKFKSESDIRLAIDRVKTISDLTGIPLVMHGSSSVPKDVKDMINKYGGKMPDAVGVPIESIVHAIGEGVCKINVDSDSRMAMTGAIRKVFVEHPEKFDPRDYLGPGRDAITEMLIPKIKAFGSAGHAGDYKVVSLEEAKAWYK
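40 nM FBPA preincubated 10 min at RT with compound (up to 57.5 uM final), then substrate plus GAPDH/TPI/NAD/arsenate coupling and diaphorase/resazurin added. Fluorescence read after 20 min at RT, 525/598 nm.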
Pf growth 48h – P. falciparum growth inhibition at 48 hours (one generation). P. falciparum luciferase growth in erythrocytes, 48 h. Potency, µM (top dose mostly 28.7 µM), without a hit: at the top dose activity change, negative = inhibition, actives largely listed as inhibitors. 5.9% of 310,000 active; further: potency means the concentration at half of the fitted maximal effect; on the % scale 0 is the no-effect control and ±100 the full control effect
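First compound was added to culture medium, then infected red cells at 0.1% parasitemia and 2% hematocrit (final). After incubation at 37 C under 5% CO2, luciferase detection reagent was dispensed and light output recorded.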
Shiga inhibitor – blocks Shiga toxin action in Vero cells | 9.2% of 290,000 active | inhibition, % at 38.7 µM | Vero cells, Shiga toxin protein synthesis inhibition reporter; in the data active means inhibition mostly above about 28%, no sharp cut-off; inactive means mostly below about 43%; further: 0% is about no effect
* hit, by the source's call; ? = inconclusive; . = no result given; & = joins results of further samples; ! = not active in a repeat; [ ] = dose if it differs, or a comment. Unless noted, the call rests on the fitted dose curve; in most records, active means well fitted curve in the direction sought with a large enough effect; inconclusive means small, poorly fitted or top-dose-only effect, or another doubt; inactive means no such curve, though single readings can be large; an effect the other way counts as inactive or inconclusive.

Every second line gives: Pf growth 96h | Sm TGR block | CHX counter | FBPA Giardia inh | Pf growth 48h | Shiga inhibitor
> N#C/C(=C\C=C\c1ccccc1)c1nc(-c2ccc(Cl)cc2)cs1
    123% | 5% | 1 | -5% | 96%[activator] | -12
> COc1ccccc1Nc1nc(C)cs1
    ? | -15%&-6% | 22*! | -6%&-21% | 12%&105% | 85*!
> COc1ccc(S(=O)(=O)N2CCN(c3ccccc3OC)CC2)cc1
    ? | 5%&10% | -2 | 6% | 0% | 5
> CCn1c(SCC(=O)Nc2nc(C)cs2)nnc1-c1ccncc1
    ? | 0% | -4 | . | 35%[activator] | -7
> CCN(CC(=O)Nc1c(F)cccc1F)C(=O)CCNS(=O)(=O)c1ccc(C)c(C)c1
    -1% | 8% | . | . | 7% | .
> CC(NC(=O)C1CCN(c2nnc(N3CCCC3=O)s2)CC1)c1ccccc1 (configuration not stated)
    86%[activator] | -15% | -1 | 0% | ? | 3
> CC(=O)c1nn(-c2cccc(Br)c2)cc1C(=O)c1ccccc1
    ? | 0% | -1 | 1% | 11% | -9
> Cc1cc(OC(=O)N2CCCCC2)cc(C)c1Cl
    0% | -1% | 20 | 14% | ? | 48
> COc1ccc(-c2nc(-c3ccccn3)no2)cc1
    59%[activator] | 3% | -9 | -2% | -81% | -19
> Cc1cccc(-n2ccc(=O)c(C(=O)Nc3ccc(S(=O)(=O)Nc4nccc(C)n4)cc3)n2)c1
    ? | -3% | -9 | . | 9% | -5
> O=C(COC(=O)c1ccc(O)cc1)NCc1ccc2c(c1)OCO2
    ? | 1% | 1 | 2% | 5% | -7
> CSc1ccc(/C=C2/C(C)=C(CC(=O)O)c3cc(F)ccc32)cc1
    . | . | 10 | 29% | . | -10
> O=[N+]([O-])c1cc(S(=O)(=O)N2CCCC2)ccc1NN=C1CCCC1
    ? | -14% | -3 | 3% | -13% | -7
> COc1ccc(C(C)C)cc1S(=O)(=O)N1CCN(C)CC1
    12µM* | -9% | -5 | -1% | . | -18
> COc1cc(SC#N)ccc1N=Cc1c(C)[nH]n(-c2cccc3ccccc23)c1=O
    0.74µM* | -3% | 5 | -1% | 9.3µM* | -19

The last 3 records of the section above are carried over, then new ones follow.
Every second line gives: Pf growth 96h | Sm TGR block | CHX counter | FBPA Giardia inh | Pf growth 48h | Shiga inhibitor
> O=[N+]([O-])c1cc(S(=O)(=O)N2CCCC2)ccc1NN=C1CCCC1
    ? | -14% | -3 | 3% | -13% | -7
> COc1ccc(C(C)C)cc1S(=O)(=O)N1CCN(C)CC1
    12µM* | -9% | -5 | -1% | . | -18
> COc1cc(SC#N)ccc1N=Cc1c(C)[nH]n(-c2cccc3ccccc23)c1=O
    0.74µM* | -3% | 5 | -1% | 9.3µM* | -19
> COc1ccc2c(=O)c3c(=O)n(Cc4ccco4)c(-c4ccccc4)nc3oc2c1
    . | 32µM* | 13 | 9% | 12µM* | -16
> CCOC(=O)Cc1ncccc1C(=O)Nc1ccc(OC)cc1
    ? | 12% | -2 | 0% | 13µM* | 7
> CCOC(=O)Nc1c(C(=O)OC)[nH]c2cccc(OC)c12
    12% | 7% | -2 | -7% | 11% | -6
> O=C(CN1C(=O)NC(c2ccccc2)(c2ccccc2)C1=O)NCc1cccs1
    10% | -5% | . | . | -23% | .
> O=S(=O)(Oc1ccc(Cl)cc1)c1ccccc1
    . | . | 21* | -27% | . | 21*
> COCCN(C(=O)CCCC(=O)Nc1ccccn1)C(C(=O)NC1CCCCC1)c1ccc(C)cc1 (configuration not stated)
    9% | 0% | -6 | 3% | 0% | -26
> Cc1cc(NC(=O)CSC2=NS(=O)(=O)c3cc(F)ccc3N2)no1
    11% | 6% | . | . | -6% | .
> Cc1ccc(Oc2ccccc2NC(=O)CSCC(=O)Nc2cc(C)on2)cc1
    -4% | 4% | . | . | ? | .
> Cc1ccc(CNC(=O)C2CCCCC2C(=O)O)cc1 (configuration not stated)
    171%[activator] | 7% | -2 | 5% | -11% | -3
> COC(=O)c1cc2c(cc1Cl)SC(=NCCCN1CCOCC1)NS2(=O)=O
    ? | 0% | 2 | -8% | -19% | 20
> COc1ccc(CNc2nc(NCc3ccc(OC)cc3)c3[nH]cnc3n2)cc1
    14% | 10% | -4 | 0% | -7% | 4
> COc1ccc(-n2c(C)cc(C(=O)COC(=O)Cn3cnc4ccccc43)c2C)cc1
    48%[activator] | 3% | 1 | -9% | 13µM* | -2
> Cc1cccc(-n2nc3c(c2NC(=O)C(C)C)CSC3)c1
    27% | -7% | -2 | -27% | 29% | -3
> O=C(O)/C=C/c1ccc(S(=O)(=O)Nc2cccnc2)cc1
    145%[activator] | -24% | -3 | 12% | ? | -1
> Clc1ccc(-c2csc(N3CCN(c4ccccc4)CC3)n2)cc1
    -2% | 8% | -4 | 3% | -11% | 7
> O=S(=O)(NC1CCCCCCC1)c1ccccc1
    ? | 1% | 0 | -7% | 23% | -6
> CC(C)C(=O)Nc1ccc(C(=O)N/N=C/c2cc(Br)cc(Br)c2O)cc1
    ? | -7% | -1 | 4% | ? | 20
> O=C(O)c1cc(Cl)c2c(c1)[C@@H]1C=CC[C@@H]1[C@H](c1ccc(S(=O)(=O)N3CCOCC3)cc1)N2
    -8% | 14µM* | 1 | -25% | 5% | 7
> CC1=C(C(=O)OCc2ccccc2)C(c2ccc(C(F)(F)F)cc2)NC(=O)N1CCCCCC(=O)O (configuration not stated)
    13µM* | -15% | -5 | 17%&8% | ? | -14
> CCC(C)(C)n1nnnc1C(C(C)C)N(CCN1CCOCC1)Cc1cc2cccc(C)c2[nH]c1=O (configuration not stated)
    13µM* | -20% | -6 | -13% | . | -5
> CC(C)(C)c1ccc(C(=O)COC(=O)CN2C(=O)NC3(CCCC3)C2=O)cc1
    -13% | -2% | 9 | . | 5% | 5
> CC(=O)NCCC(=O)N1CCCC(CNC(=O)c2ccc(-c3ccccc3)cc2)C1 (configuration not stated)
    0% | 5%[57.1 µM] | 15* | -2% | 27% | 27
> CCCSc1nc2ccccc2n1CC(=O)O
    31%[activator] | 7% | -1 | 6% | 17% | -7
> COc1cc(NS(=O)(=O)c2ccc(NC(=S)NC(=O)c3ccco3)cc2)nc(OC)n1
    101%[activator] | 32µM* | 8 | 7% | 76%[activator] | -6
> COc1ccc(Cc2nnc(NC(=O)Cn3cnc4c3c(=O)n(C)c(=O)n4C)s2)cc1
    6% | -13% | -2 | -3% | 15% | -5
> Cc1nnc2ccc(-c3cccc(NC(=O)c4ccco4)c3)nn12
    ? | 0% | 12 | 3% | 7% | 3
> CC(C)CC(=O)N=C1SC2CS(=O)(=O)CC2N1CCc1ccccc1 (configuration not stated)
    3% | -18% | -2 | -2% | 0% | -5
> Cc1ccc(S(=O)(=O)N(C)C)cc1NC(=O)CN1C(=O)NC(Cc2c[nH]c3ccccc23)C1=O (configuration not stated)
    ? | 0% | -2 | 1% | ? | -3
> Cc1ccccc1-c1nc(-c2ccc(Br)o2)no1
    6% | -23% | 44* | -4% | 172%[activator] | 97*
> CCc1cc2c(=O)c(-c3cscn3)coc2cc1O
    . | 0% | 31* | 5% | 88%[activator] | 67*
> CCOc1ccccc1NC(=O)CNC(=O)Cc1ccccc1
    ? | 8% | -2 | 5% | -3% | -9
> Cc1ccc(OCCC(=O)OCC(=O)NC(=O)NCc2ccccc2)cc1
    3% | -1% | . | . | ? | .
> COc1ccc(CCn2cc(C#N)c(=O)[nH]c2=O)cc1OC
    2% | 14% | -2 | 3% | -8% | -9
> N#Cc1c(-c2ccccc2)nc(SCC(=O)N2c3ccccc3Sc3ccccc32)[nH]c1=O
    100%[activator] | 0% | -2 | 22% | -4% | 1
> C/C(=N\NC(=O)c1cccc(C)c1)c1cccc(NC(=O)c2ccco2)c1
    0% | 3% | 19* | 0% | 37%[activator] | 32
> O=C(Nc1cc(Cl)c(Cl)cc1Cl)c1cccnc1
    -18% | -22% | 1 | 6% | 22% | 2
> CCn1c(SCc2ccc(C(=O)Nc3nccs3)cc2)nnc1-c1ccc(NC(C)=O)cc1
    13µM* | -28% | 8 | 6% | ? | -3
> OC1(c2cn(Cc3ccccc3)nn2)CCCCC1
    16% | 4% | -2 | 13% | 0% | -7
> CC(C)C(C(=O)NC(C)(C)C)N1C(=O)c2ccccc2C1=O (configuration not stated)
    -3% | -19% | -2 | 6% | 2% | -8
> COc1cccc(NC(=O)C2CCC(CNS(=O)(=O)c3cccs3)CC2)c1 (configuration not stated)
    ? | -5% | -5 | 1% | 1% | -9
> C=CCn1cc(/C=C2/NC(=O)NC2=O)c2ccccc21
    11% | 10% | 8 | 3% | 17% | 1
> O=C(NNC1=C(C(=O)C(F)(F)F)CCC1)c1ccncc1
    ? | ? | 6 | -2% | ? | 10
> Cc1ccc(C(=O)OCC(=O)N(C)C2CCS(=O)(=O)C2)cc1[N+](=O)[O-] (configuration not stated)
    8% | 8% | -2 | 5% | 17% | -2
> CCSc1ncc(/C=N/Nc2ccc(F)cc2)n1C
    ? | -7% | 30* | -5% | ? | 52*
> Cc1nn(C)c(=O)n1-c1ccccc1
    -8% | 0% | -3 | 4% | 3% | -14
> Cc1cc(C(=O)Nc2sccc2C#N)c2ccccc2n1
    2% | ? | -7 | -17% | -15% | -3
> CCOC(=O)c1cnc(-c2ccccc2)nc1Oc1ccc(Cl)cc1
    16% | 21% | 6 | 9% | ? | -6
> O=C1c2ccccc2NC(c2cccc([N+](=O)[O-])c2)N1CCc1ccccc1 (configuration not stated)
    ? | -22% | 44* | -3% | ? | 74*
> CCOc1ccccc1NC(=O)COC(=O)c1c[nH]c2ccccc12
    1% | -4% | . | . | ? | .
> Cn1c(NCc2ccco2)nc2c1c(=O)n(Cc1ccc(Cl)c(Cl)c1)c(=O)n2C
    -3% | 6% | -5 | 0% | 7% | -20
> Cc1ccc(C(=O)Oc2oc(-c3ccco3)nc2C=Nc2ccc(Cl)cc2)cc1
    23% | 2.2µM* | 36* | -4% | 15% | 99*
> CCCc1nc2ccccc2n1CCOC
    -4% | -8% | 16 | 0% | . | 26
> COc1ccc(C(=O)C2CCCN(C(=O)c3csc(C(C)=O)c3)C2)c(C)c1 (configuration not stated)
    0% | -2% | 1 | . | -6% | 0
> Cc1ccc(NNC(N)=S)cc1Cl
    44%[activator] | 40µM* | -3 | 18µM* | 18% | -5
> O=C(CSc1nnc(-c2ccccn2)o1)Nc1ccccc1F
    ? | 0% | 25* | . | 134%[activator] | 74*
> CC1CCN(C(=O)c2ccc(N3C(=O)C4CCC(C)CC4C3=O)cc2)CC1 (configuration not stated)
    52%[activator] | 4% | -1 | 5% | ? | 15
> Cn1c(-c2ccsc2)c(-c2cccs2)c2cc(Br)ccc21
    ? | -7% | . | . | -1% | .
> CC1(C)[C@H]2CC=C(CN3CCC(N4CCC(C(=O)N5CCCC5)CC4)CC3)[C@@H]1C2
    13% | -3%[57.1 µM] | 1 | 4% | ? | -25
> CN(CCc1ccccn1)C(=O)CCC1CCCN(C(=O)c2c3c(nn2C)CCCC3)C1 (configuration not stated)
    8.3µM* | 0% | -4 | 0% | -11% | 2
> O=C(CNC(=O)c1ccccc1)Nc1cccc(C(F)(F)F)c1
    28% | 1% | -2 | 0% | 29% | -6
> C/C(=N\NC(=O)c1ccc(C(=O)N/N=C(\C)c2ccco2)o1)c1ccco1
    2.6µM* | 12% | 2 | -7% | ? | -3
> CCN(CC)CCn1c(SCC(=O)NCc2ccccc2)nc2c(sc3ccccc32)c1=O
    -22% | 0% | -8 | 3% | -5% | -13
